Bioassay records as filed in PubChem BioAssay.
GLP-1R inv ag: GLP-1 receptor (human) inverse agonism | P43220 | HEK293 GLP-1R CRE-luciferase, luminescence, 24 h; GLP-1R form is constitutively active | Potency, µM (series often up to 38.3 µM), without a hit: at the highest dose activity change, negative = inhibition, usual class: inhibitors | hit rate 1.6% among 410,000; also: potency is read from the fitted curve at half-maximal effect; % is scaled to controls: 0 for no effect and ±100 for the full control effect; nearly all actives have a fitted effect of over 55% in size
Target sequence (P43220 whole entry, looked up): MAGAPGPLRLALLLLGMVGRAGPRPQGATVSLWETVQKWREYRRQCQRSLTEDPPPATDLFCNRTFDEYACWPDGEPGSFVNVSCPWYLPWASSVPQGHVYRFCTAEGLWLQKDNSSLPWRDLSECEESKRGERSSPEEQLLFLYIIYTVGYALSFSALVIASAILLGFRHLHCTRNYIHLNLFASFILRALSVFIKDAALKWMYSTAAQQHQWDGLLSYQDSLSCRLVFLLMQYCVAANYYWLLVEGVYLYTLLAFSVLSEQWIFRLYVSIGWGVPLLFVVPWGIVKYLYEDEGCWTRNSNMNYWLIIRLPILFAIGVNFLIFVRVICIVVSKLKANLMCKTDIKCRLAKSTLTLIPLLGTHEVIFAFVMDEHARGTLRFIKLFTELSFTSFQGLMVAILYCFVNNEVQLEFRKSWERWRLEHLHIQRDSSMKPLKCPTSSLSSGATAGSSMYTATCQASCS
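Readout was luciferase luminescence, measured 12 min after detection reagent at room temperature. Beforehand, GLP-1R reporter HEK293 cells had sat 12 h, then received compounds for 24 hr at 37 deg C.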
GLP1R ag: agonists of human GLP-1 receptor; hit rate 0.007% among 380,000; HEK293 GLP-1R CRE-luciferase, luminescence, 4-6 h; cells express a hypersensitive GLP-1R form; Potency, µM (top dose mostly 45.6 µM), without a hit: top-dose activation, most hits filed as activators; P43220; also: potency is read from the fitted curve at half-maximal effect; % of control where 0% means no effect
IL2 activator: activates IL-2 in a cell-based reporter assay; IL-2 activation reporter assay, cell-based qHTS; stimulated with anti-CD3/CD4/CD28 beads; in transgenic mouse T cells; activation, % (series mostly up to about 46 µM); hit rate 0.065% among 360,000; in the data active = activation above about 50%; inconclusive = mostly about 30% to 49%; also: 0% is about no effect
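Screening format: compound pinned onto unstimulated transgenic mouse T cells, 60 min incubation, then anti-CD3/anti-CD4/anti-CD28 bead stimulation for 18 hours at 37 degrees C, followed by EGFP and DsRed detection.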
PI5P4Ka inh: inhibitors of human PI5P4K alpha; max response, %; AID 652105; hit rate 1.2% among 330,000; P48426; PI5P4Kalpha enzyme, ADP-Glo luminescence, 60 min; stronger effect = lower value; active = max response of -50% or lower; inconclusive = between -30% and -50%; inactive = -30% or higher; also: value at the top dose of about 77 µM; % is scaled to controls: 0 for no effect and ±100 for the full control effect
Target sequence (P48426 whole entry, looked up): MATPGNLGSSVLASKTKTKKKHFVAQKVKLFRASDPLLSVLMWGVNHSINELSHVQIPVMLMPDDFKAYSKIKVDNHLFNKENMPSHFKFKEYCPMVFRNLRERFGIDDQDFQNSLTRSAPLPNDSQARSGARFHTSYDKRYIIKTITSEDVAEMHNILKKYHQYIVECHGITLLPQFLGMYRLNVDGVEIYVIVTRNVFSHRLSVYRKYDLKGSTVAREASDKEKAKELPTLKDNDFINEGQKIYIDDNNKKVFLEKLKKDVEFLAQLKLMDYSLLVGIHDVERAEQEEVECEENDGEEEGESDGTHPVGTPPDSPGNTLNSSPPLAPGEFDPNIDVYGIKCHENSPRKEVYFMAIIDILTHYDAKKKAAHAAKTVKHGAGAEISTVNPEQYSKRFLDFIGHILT
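Single end-point luminescence (ADP-Glo) quantified ADP from PI5P4Kalpha turnover; ATP 5 microM final, 1 h at RT, 0.1% CHAPS and 0.28 mM EGTA in HEPES pH 7.4.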
PLK1 PBD block: blocks phosphopeptide binding to human PLK1 polo-box domain; Plk1 PBD binding of FITC phosphopeptide, fluorescence polarization; hit rate 2.8% among 360,000; P53350; Potency, µM, for the others: max response, negative = inhibition, actives largely listed as inhibitors; AID 720504; also: potency is read from the fitted curve at half-maximal effect; series mostly up to about 57 µM; % is scaled to controls: 0 for no effect and ±100 for the full control effect; nearly all actives have a fitted effect of over 65% in size
PTHR1 ag: activates the human parathyroid hormone receptor PTHR1; Q03431; HEK293 GP2 PTHR1 cells, GloSensor cAMP luminescence, 1 h; Potency, µM (titrated, usually from 115 µM), for inactives: top-dose activation, hits mostly activators; hit rate 0.075% among 410,000; also: potency is read from the fitted curve at half-maximal effect; nearly all actives have a fitted effect of over 55% in size; some results filed as inactive show a strong effect at the top dose; inactives centre near -15; many of its hits are not listed in these tables
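HEK-293-derived GP2 cells expressing PTHR1 and a GloSensor cAMP reporter, 3,000/well, plated overnight, given luciferin plus IBMX (each 0.5 mM as added) for 1 h at 37 °C, then compound for 1 h at 37 °C. Luminescence was read after 15 min at room temperature.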
EPAC1 antag: antagonists of human EPAC1. AID 720709. EPAC1 GEF assay, Rap1b-BODIPY-GDP exchange fluorescence. O95398. hit rate 0.14% among 360,000. Potency, µM (titrated, usually from 115 µM), for inactives: top-dose activity change, negative = inhibition, usual class: inhibitors;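 also: potency is read from the fitted curve at half-maximal effect; plate controls were vehicle for no effect and positive control for full effect; nearly all actives have a fitted effect of over 50% in size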
GLP1R cytotox: cytotoxicity in counter-screen for GLP-1R inverse agonists; AID 624418; HEK293 cAMP-luciferase reporter cells, luminescence, 24 h; Potency, µM (top dose mostly 38.3 µM), inactives show at the highest dose activity change, negative = inhibition, actives largely listed as inhibitors; hit rate 0.13% among 410,000;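 also: loss of luciferase light is scored as toxicity; potency is read from the fitted curve at half-maximal effect; % is scaled to controls: 0 for no effect and ±100 for the full control effect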
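A 23 nL compound transfer followed 12 hours of cell culture at 37 deg C; exposure then lasted 24 hr. Luciferase assay detection reagent was dispensed and plates read for luminescence after a 12 min room-temperature wait.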
EPAC1 agonist: activates human EPAC1 exchange factor. O95398. EPAC1 agonist qHTS, biochemical assay; response scale: 100% = response to 6.5 mM cAMP. Potency, µM (doses to about 154 µM), for inactives: at the highest dose activation, usual class: activators. hit rate 0.073% among 360,000. AID 720707; also: potency is read from the fitted curve at half-maximal effect; nearly all actives have a fitted effect of over 60% in size
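Read-out is the fluorescence drop as BODIPY-GDP leaves Rap1B (480 nm excitation, 540 nm emission), recorded every 5 minutes over 30 minutes. Reactions held 100 nM EPAC1, 250 nM Rap1B–BODIPY-GDP and 50 uM GDP, with 6.5 mM cAMP setting full activation.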
* = called active by the depositor; i = inactive; ? = inconclusive; . = no result given; [ ] = another dose, or the depositor's remark. Unless noted, calls follow the shape of the dose curve; as a rule, active = well fitted curve in the direction sought with a large enough effect; inconclusive = small, poorly fitted or top-dose-only effect, or another doubt; inactive = no such curve, though single readings can be large; an effect the other way counts as inactive or inconclusive. A portion of the library (hit frequency here may not be typical).

SMILES	GLP-1R inv ag	GLP1R ag	IL2 activator	PI5P4Ka inh	PLK1 PBD block	PTHR1 ag	EPAC1 antag	GLP1R cytotox	EPAC1 agonist
CCc1ccc(NC(=O)CSc2nnc(Cc3cccn3C)n2-c2ccc(F)cc2)cc1	?	7%	-2.3	0	-1%	-11%	-21%	-2%	6%
Cc1cc(C)cc(C(=O)Nc2c3c(nn2C(C)(C)C)CS(=O)(=O)C3)c1	1%	10%	-4.0	-6	-14%	i	-15%	2%	-2%
c1ccc(-c2csc(NC3=NCCCCC3)n2)cc1	-1%	9%	3.9	0	-5%	i	25%	-3%	0%
Cc1ccc(NC(=O)Cn2nc(C(=O)O)c3ccccc3c2=O)cc1S(=O)(=O)N1CCCCCC1	7%	-1%	0.1	1	-3%	-45%[inhibitor]	1%	-26%	-6%
CC1CCCN(S(=O)(=O)c2ccc3c(c2)c(=O)nc2ccc(Cl)cn23)C1 (stereo not given)	9%	3%	-4.0	1	-13%	-6%	-24%	65%[activator]	1%
Cc1csc(SCc2c(C(=O)O)oc3ccccc23)n1	-1%	-9%	3.3	0	-14%	-17%	-6%	0%	-3%
CCOC(=O)N1CCN(C(=O)CSCC(=O)Nc2nc(-c3ccccc3)cs2)CC1	78%[activator]	7%	-1.3	.	-9%	?	6%	1%	8%
Cc1ccccc1S(=O)(=O)N1C(c2ccc(Cl)c(Cl)c2)CC=C(C(=O)O)C1c1cccc(Br)c1 (stereo not given)	10µM*	.	-0.6	?	24µM*	i	?	-20%	2%
Cc1ccc(NC(=O)c2nc[nH]c2C(=O)N2CCOCC2)c(C(=O)c2ccccc2)c1	-3%	1%	-0.8	?	-9%	-51%	-6%	4%	-8%
CCCn1cc(S(=O)(=O)c2ccc(C)cc2)c(=O)c2cc(OC)ccc21	88%[activator]	17%	-1.3	-2	-14%	19%	-22%	0%	3%
Cc1nc(N2CCN(c3ccccn3)CC2)c2c(C)c(C(=O)N3CCN(c4ccccc4F)CC3)sc2n1	8%	14%	-0.6	20	0%	-44%[inhibitor]	?	-4%	17%
NC(=O)CC(NC(=O)Cc1ccc(Br)cc1)c1ccc(NCCN2CCCCC2)c([N+](=O)[O-])c1 (stereo not given)	9%	3%	-2.2	1	-2%	-21%	-5%	7%	0%
CC(C)(C)N1C(=O)c2ccccc2NC(=O)C1C(=O)NCCOc1ccccc1 (stereo not given)	18%	.	0.6	13	-16%	-15%	-25%	1%	8%
COc1cc(/C=C2\COC/C(=C\c3cc(OC)c(OC)c(OC)c3)C2=O)cc(OC)c1OC	?	0%	-0.8	4	-18%	-32%	?	?	-5%
Cc1[nH]c2ccc(F)cc2c1CCN1C(=O)OC(C)(C)C1(C)O (stereo not given)	1%	6%	-2.7	-4	1%	i	2%	-10%	2%
C=CCN(c1ccccc1)S(=O)(=O)c1ccc(Cl)c(C(=O)OCC(=O)N(C)C2CCS(=O)(=O)C2)c1 (stereo not given)	0%[7.66 µM]	3%	-0.5	7	-4%	-12%	-28%	9%[7.66 µM]	7%
Cc1ccc(CN2CCNC(=O)C2CC(=O)N(C)CCc2cnn(C)c2)cc1 (stereo not given)	11%	-7%	1.8	5	1%	i	-9%	-1%	-4%
O=C1Nc2ccccc2O/C1=C\c1ccccc1Br	27%	12%	0.8	5	-10%	-12%	-12%	63%[activator]	-2%
O=C(CN1CCSCC1)N/N=C/c1ccc(F)cc1	2%	22%	-2.2	.	-8%	?	6%	15%	8%
Cn1cc([N+](=O)[O-])c(C(=O)N(Cc2ccccc2)Cc2ccccc2)n1	8%	3%	0.0	9	-2%	-6%	21%	4%[1.53 µM]	-1%
CCOC(=O)C1=C(CC)Nc2ccccc2N=C1NC(=O)c1ccc(OC)c(S(=O)(=O)N2CCCCC2C)c1 (stereo not given)	5%	13%	-0.2	-5	1%	-21%	2%	2%	-5%
Fc1cccc(Cl)c1CSc1ccc(-c2ccco2)nn1	?	8%	-1.1	?	?	-14%	-13%	-1%	4%
CCCc1cc(=O)[nH]c(SC/C=C/c2ccccc2)n1	16%	12%	1.1	4	-8%	i	2%	1%	7%
CC(C)NC(=O)NC(=O)CSc1ccccc1F	12%	1%	-1.2	7	-1%	-1%	-16%	-5%	7%
CCOC(=O)c1cnc2c(ccc3ccccc32)c1NCCN(C)C	?	-1%	2.7	3	-14%	-4%	-8%	?	2%
COc1cccc(-c2cc3nc(NCCOc4ccccc4Cl)n(C)c(=O)c3s2)c1	?	8%	-0.6	17	-5%	-7%	-4%	3%	11%
Cc1nc(SCc2ccccc2)c(C(F)(F)F)c(=O)[nH]1	49%[activator]	-1%	-0.2	3	-14%	i	7%	17%	1%
COc1ccc(-c2ccc(CCC(=O)O)n2NC(=O)c2ccc(O)cc2)cc1	0%	-3%	-2.3	0	-3%	-12%	7%	5%	-12%
CC(C)(Oc1ccc(Cl)cc1)C(=O)Nc1ccc(-c2nc3ncccc3o2)cc1	9%	1%	.	.	.	-86%[inhibitor]	.	2%	.
O=C(Nc1nnc2n1CCS2)c1ccc(Br)o1	18%	-5%	-1.2	-5	-14%	i	-17%	-17%	12%
CC(C)c1ccc(NC(=S)NC2CCN(Cc3ccccc3)CC2)cc1	0%	-26%	-6.5	9	-7%	i	0%	?	-5%
Nc1ncnc2c1ncn2C1C=C(CO)C(O)C1O (stereo not given)	8%	10%	-4.3	-2	-2%	-7%	5%	-32%	-2%
CC1CN(C(=S)SCCN2Cc3ccccc3C2=O)CC(C)O1 (stereo not given)	1%	0%	-3.8	1	-14%	-24%	-22%	0%	5%
CC(C)c1ccc(CSc2ccc(S(=O)(=O)N3CCOCC3)cn2)cc1	-15%	3%	-0.5	-3	?	-22%	-14%	-6%	-1%
O=C(c1coc2ccc(O)cc12)C1CC1	44%[activator]	16%	0.0	2	-7%	-4%[57.5 µM]	-19%	-1%	5%
CCOC(=O)[C@@H]1[C@H]2COc3ccccc3[C@@H]2N2C(=O)N(c3cccc(F)c3)C(=O)[C@]12C	-1%	3%	-0.5	1	-8%	-17%	8%	-10%	-9%
CCOC(=O)C1=CCN(S(=O)(=O)c2ccccc2[N+](=O)[O-])C1c1ccc(C)cc1 (stereo not given)	-24%	8%	-0.3	1	4%	i	-23%	1%	-1%
O=C(N1CCCCCC1)N1CCN(C(=O)N2CCCCC2)CC1	0%	-19%	-2.5	0	-25%	i	8%	-4%	-1%
COc1ccc(C[C@](C)(N)C(=O)O)cc1OC	14%	-5%	0.1	-3	7%	-18%	6%	0%	-18%
Cc1nc2nc(-c3cccnc3)[nH]n2c(=O)c1Cc1ccccc1	0%	-17%	-3.3	.	3%	-17%[57.5 µM]	10%	-3%	-4%
CC(=O)NS(=O)(=O)c1ccc(NC(=O)CC(C)c2ccccc2)cc1 (stereo not given)	18%	5%	-2.6	-4	-4%	-8%	-2%	3%	5%
Cc1ccc(NC(=O)C2CCCN2C(=O)NC2CCCCC2)c(C)c1 (stereo not given)	4%	-9%	5.5	-1	-1%	i	-6%	-10%	0%
O=c1ccnc(S/C=C/c2ccccc2)[nH]1	74%[activator]	-2%	-1.2	.	-5%	-8%[57.5 µM]	2%	4%	4%
CS(=O)(=O)N1CCN(Cc2ccc(C(F)(F)F)cc2)CC1	-15%	-1%	-1.8	1	-4%	-30%	10%	-15%	9%
CN(C)c1ccc(C(CNS(=O)(=O)c2ccc([N+](=O)[O-])cc2)N2CCCC2)cc1 (stereo not given)	?	-1%	0.9	1	2%	-15%	-5%	6%	3%
C=CCn1c(-c2ccc(N)cc2)nc2ccccc21	-2%	10%	-3.2	6	-18%	-25%	-2%	-29%	-25%
COc1ccccc1NS(=O)(=O)c1cccc(NC(=O)Nc2ccc(Cl)cc2)c1	?	4%	-0.5	-1	-14%	-28%	-19%	?	18%
O=C(NCc1ccccc1)c1ccc(CS(=O)(=O)Cc2ccccc2F)o1	-1%	3%	0.4	8	-8%	-27%	-11%	4%	7%
Cc1ccc2c(c1)N(C(=O)CCC(=O)NC1CCCCCC1)CC(C)O2 (stereo not given)	?	-6%	-0.6	0	4%	i	?	2%	-15%
Cc1cc(C)cc(NC(=O)C2C3C=CC4(O3)C2C(=O)N(CCN2CCCCC2)C4C(=O)NC2CCCCC2)c1 (stereo not given)	-17%	1%	0.3	-3	-15%	18%	0%	6%	2%

Carrying on.
SMILES	GLP-1R inv ag	GLP1R ag	IL2 activator	PI5P4Ka inh	PLK1 PBD block	PTHR1 ag	EPAC1 antag	GLP1R cytotox	EPAC1 agonist
CCCN1C(=O)c2cc(C(=O)O)ccc2C1O (stereo not given)	15%	-3%	-0.4	-2	4%	-13%	-1%	-5%	13%
O=C(Nc1cccc2ccccc12)NC1CC1	4%	-4%	1.0	-6	-14%	i	2%	1%	2%
COc1ccc(-c2nc3c(c(=O)n(C)c(=O)n3C)n2CC2CC(c3ccccc3)=NO2)cc1OC (stereo not given)	?	6%	-0.2	1	-3%	-35%[inhibitor][57.5 µM]	-12%	41%[activator]	-5%
O=C(NC1CCCCCC1)c1ccc(CS(=O)(=O)Cc2ccccc2F)o1	3%	-1%	-1.9	-4	-3%	i	8%	-13%	-7%
CCOc1ccc(C(=O)CCC(=O)NNC(=O)c2ccccc2O)cc1	9%	3%	3.8	-3	-7%	i	17%	-9%	7%
Cc1ccc2nc(-c3ccsc3)c(NC3CCCC3)n2c1	-27%	7%	-1.9	10	-4%	0%	-9%	17%	10%
O=C1NC(c2ccccc2)CCO1 (stereo not given)	3%	-5%	0.2	4	-5%	-13%	15%	11%	3%
